# tim10-1 inh = growth inhibitors of tim10-1 mutant yeast; inhibition, % at 20 µM; S. cerevisiae tim10-1 ts strain growth, BacTiter-Glo, 24 h; AID 463190; actives 2.2% (n = 330,000);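 active = inhibition of at least 40%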;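 also: mutant grown at 25 °C; 0% = DMSO wells with yeast and 100% = wells holding no yeast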
# hIAP inh = blocks human intestinal alkaline phosphatase | P09923 | purified IAP, CDP-Star luminescence, 30 min | inhibition, % at 10 µM | actives 0.12% (n = 330,000);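 active = inhibition reaching a set limit with compound at 10 µM in the primary screen, cut at about 35% in these data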;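 also: plate controls were DMSO wells with enzyme for no effect and no-enzyme buffer wells for full effect; values of inactives mirror those of a sister screen read the other way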
# Target sequence (P09923 whole entry, looked up): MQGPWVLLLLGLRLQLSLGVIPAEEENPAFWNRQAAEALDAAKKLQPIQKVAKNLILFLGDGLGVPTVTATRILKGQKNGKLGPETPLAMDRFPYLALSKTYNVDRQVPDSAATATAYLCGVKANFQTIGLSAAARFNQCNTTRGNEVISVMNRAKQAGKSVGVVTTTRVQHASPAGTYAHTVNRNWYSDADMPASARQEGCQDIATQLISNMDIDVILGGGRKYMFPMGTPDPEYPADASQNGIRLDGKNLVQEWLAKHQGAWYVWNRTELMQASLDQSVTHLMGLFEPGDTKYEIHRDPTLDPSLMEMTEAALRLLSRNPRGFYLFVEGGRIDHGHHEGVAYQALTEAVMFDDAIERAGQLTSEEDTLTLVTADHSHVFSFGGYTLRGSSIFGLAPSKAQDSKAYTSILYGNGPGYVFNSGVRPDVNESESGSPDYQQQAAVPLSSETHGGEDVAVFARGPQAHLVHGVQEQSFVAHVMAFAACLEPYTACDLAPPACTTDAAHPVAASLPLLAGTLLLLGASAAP
# Apaf1 inhib = blocks human Apaf-1 apoptosome activity. reconstituted apoptosome caspase-3 activity, DEVD-Rh110 fluorescence. O14727. inhibition, % at 20 µM. actives 0.71% (n = 330,000); active = inhibition of at least 40% at 20 µM;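 also: plate controls were DMSO wells for no effect and DEVD-CHO caspase inhibitor wells for full effect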
#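 Material: reconstituted apoptosome with Apaf-1, cytochrome c, caspase-9, procaspase-3, dATP; medium: pH 7.5 Hepes buffer with CHAPS, BSA, DTT; also added: cytochrome c and DEVD-Rh110 substrate; timing: 30 min plus 50 min, RT; signal: Rh110 fluorescence intensity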
# NALP3 yeast inh = blocks the NALP3 inflammasome reconstituted in yeast | Yeast reconstituted NLRP3/ASC/caspase-1, beta-gal luminescence, 24 h | inhibition, % at 10 µM | actives 0.39% (n = 330,000) | AID 2825;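 active = inhibition of 50% or more; inactive = inhibition below 50%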;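 also: plate controls were induced DMSO wells for no effect and uninduced yeast grown without galactose for full effect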
# mIAP activ = increases mouse intestinal alkaline phosphatase activity | activation factor at 10 µM | muIAP, CDP-Star luminescence, 30 min; active compounds read high; 1 = vehicle-only enzyme signal, 0 = enzyme-free wells | actives 0.24% (n = 330,000);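 active = activation factor of at least 2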; also: the source names both 10 and 20 µM as test concentration; values of inactives mirror those of a sister screen read the other way
#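 System: Mouse IAP enzyme | Also added: CDP-Star substrate | Dosing: Compounds dispensed in DMSO | Schedule: 30 min enzyme-substrate-compound incubation at room temperature | Technique: Chemiluminescence readout | Control set: DMSO-only wells and no-enzyme negative control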
# mIAP block = blocks mouse intestinal alkaline phosphatase. actives 0.2% (n = 330,000). inhibition, % at 10 µM. AID 2806. purified mouse IAP, CDP-Star luminescence, 30 min;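 active = inhibition of at least 40% at 10 µM in the primary screen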;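 also: plate controls were DMSO with enzyme for no effect and no enzyme wells for full effect; values of inactives mirror those of a sister screen read the other way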
# ATG4B inhibitor = blocks human ATG4B protease cleavage of LC3 substrate; inhibition, % at 8.33 µM; Q9Y4P1; ATG4B cleavage of LC3-PLA2, NBD-HPC fluorescence, 1 h; actives 0.51% (n = 340,000); AID 504462; in the data active = inhibition above about 40%
# Target sequence (Q9Y4P1 whole entry, looked up): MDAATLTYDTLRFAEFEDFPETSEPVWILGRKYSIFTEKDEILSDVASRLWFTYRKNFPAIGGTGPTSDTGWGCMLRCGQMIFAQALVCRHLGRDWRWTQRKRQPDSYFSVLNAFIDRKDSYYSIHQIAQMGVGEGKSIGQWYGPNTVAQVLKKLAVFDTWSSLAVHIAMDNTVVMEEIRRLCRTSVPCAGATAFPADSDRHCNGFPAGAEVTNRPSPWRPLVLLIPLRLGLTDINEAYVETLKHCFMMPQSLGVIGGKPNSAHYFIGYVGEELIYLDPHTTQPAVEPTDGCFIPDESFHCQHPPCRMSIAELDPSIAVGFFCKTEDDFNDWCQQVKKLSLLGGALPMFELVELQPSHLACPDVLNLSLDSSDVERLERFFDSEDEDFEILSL
# TIM10 inh = growth inhibitors of TIM10 yeast strain; actives 1.4% (n = 330,000); S. cerevisiae TIM10 strain growth, BacTiter-Glo luminescence, 24 h; AID 463195; inhibition, % at 10 µM;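 active = inhibition of 40% or more at the single tested concentration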;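 also: wild-type TIM10 isogenic control strain grown at permissive 25 °C; 0% = DMSO yeast wells and 100% = minimal medium wells without yeast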
# hIAP activ = increases human intestinal alkaline phosphatase activity. purified human IAP, CDP-Star luminescence, 30 min; active compounds read high; 1 = vehicle-only enzyme, 0 = enzyme-free background. actives 0.16% (n = 330,000). AID 2524. activation factor at 10 µM;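 active = activation factor of the enzyme at least 2-fold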; also: the source names both 10 and 20 µM as test concentration; values of inactives mirror those of a sister screen read the other way
# * hit, by the source's call; · = no result given.
SMILES,tim10-1 inh,hIAP inh,Apaf1 inhib,NALP3 yeast inh,mIAP activ,mIAP block,ATG4B inhibitor,TIM10 inh,hIAP activ
Cc1nc(-c2ccc(F)cc2)c(CC(=O)N(C)CC(=O)Nc2ccccc2C(F)(F)F)s1,12,-7,1,5,0.96,4,1,-1,1.1
Cc1occc1C(=O)N/N=C/c1ccc(Br)s1,-3,18,7,7,0.97,3,-1,-19,0.82
O=C(Cc1ccc(-n2c(=O)c3ccccc3n(Cc3cccc([N+](=O)[O-])c3)c2=O)cc1)NCC1CCCO1 (centres undefined),4,13,-2,3,0.96,4,·,10,0.87
CCOC(=O)Cn1c(=O)c2c(nc3n2CCCCN3c2ccc(C)cc2)n(C)c1=O,19,3,10,10,1,0,-8,16,0.97
Cc1cc(C)nc(SCC(=O)Nc2nonc2N)n1,-4,-1,-4,3,1.1,-8,-3,-3,1
CC(=O)NCCOc1cccc(OCCNC(C)=O)c1,14,1,-1,6,1.1,-6,5,-11,0.99
CC(=O)c1sc(NC(=O)CCN2C(=O)c3ccccc3C2=O)nc1C,13,9,-10,17,0.94,6,-2,-4,0.91
CC(C)CCNC(=O)c1cc(-c2ccncc2)nc2ccc(S(=O)(=O)N3CCOCC3)cc12,16,-1,-4,18,1,-2,5,13,1
O=C(CSc1ccccc1)Nc1ccccc1N1CCOCC1,16,8,4,31,1.1,-6,1,4,0.93
CCC1CCC/C1=N\NC(=O)c1ccccc1Cl (centres undefined),-14,2,-10,17,1.1,-9,6,-26,0.97
CCCCN(C)CCCNC(=O)c1cc(Nc2ccc(OC)c(OC)c2)nc2ccccc12,18,11,8,18,0.94,6,-5,-2,0.89
CC(=O)c1ccc(OCc2cc(C(=O)N(C)Cc3nc4c(C)cccc4[nH]3)no2)cc1,18,-6,9,33,0.92,8,-2,9,1.1
O=C(c1cc(Br)c(Br)s1)N1CCN(c2ccccn2)CC1,19,2,24,39,1.1,-7,16,4,0.98
Cc1cc(C(=O)CN2C(=O)C(=O)N(CCC3=CCCCC3)C2=O)c(C)n1C,4,-2,25,-2,1,-3,-7,9,1
CCOc1ccc(NC(=O)CSc2ccccc2N)cc1,2,-7,2,10,1.1,-7,0,-1,1.1
Clc1ccc(C2=CSC3=NCCN23)cc1Cl,-9,-11,-15,11,0.93,7,-4,0,1.1
CC(=O)c1c(C)[nH]c(C(=O)OCC(=O)Nc2ccc([N+](=O)[O-])cc2Cl)c1C,6,2,1,10,0.84,16,-9,-24,0.98
COc1ccc(C2=NCCn3c2c2ccc(C(F)(F)F)cc2[n+]3[O-])cc1,-10,-2,3,8,0.98,2,-5,-15,1
COC(=O)c1cc(OC)c(OC)cc1N,0,22,4,16,0.95,5,-2,-2,0.78
CCc1ccccc1NC(=O)Cn1nc(C(F)(F)F)cc1C1CC1,18,13,-14,10,0.98,2,4,18,0.87
O=C(CSCc1c(F)cccc1F)Nc1ccccc1,22,-6,-5,17,0.95,5,7,1,1.1
CSc1ccccc1NC(=O)CSc1nnnn1-c1ccccc1SC,26,6,15,3,0.98,2,-4,31,0.94
COc1cc(C2N(C)C(=O)c3ccccc3N2C)ccc1O (centres undefined),3,2,3,21,1,-1,-1,-1,0.98
COc1ccccc1NS(=O)(=O)c1ccc(N/N=C(\C)C(C)C)c([N+](=O)[O-])c1,10,5,18,15,0.92,8,8,20,0.95
Cc1cc(OCC(=O)Nc2ccccn2)c2c(C)cc(=O)oc2c1,8,-21,-18,19,1,-4,-5,-6,1.2
SMILES,tim10-1 inh,hIAP inh,Apaf1 inhib,NALP3 yeast inh,mIAP activ,mIAP block,ATG4B inhibitor,TIM10 inh,hIAP activ
COc1ccc(-n2c(COc3ccccc3)nnc2SCc2ccc(C#N)cc2)cc1,29,6,14,3,0.97,3,-7,32,0.94
N#CC1(Cc2ccc([N+](=O)[O-])cc2)c2ccccc2C=CN1C(=O)c1ccccc1 (centres undefined),14,-27,7,5,0.92,8,-1,13,1.3
CN1CCN(C2CCN(c3ccc(Nc4nnc(Cl)c(Nc5ccccc5S(C)(=O)=O)n4)c(OC(CF)CF)c3)CC2)CC1,13,0,11,12,0.99,1,-4,3,1
COc1ccc(NC(=O)CNS(=O)(=O)c2cccs2)cc1,4,-5,-1,9,0.9,10,-11,7,1
Cc1nc(NC(=O)CN(C)S(=O)(=O)c2ccc(Cl)cc2)sc1C,4,2,2,20,0.97,3,-2,-4,0.98
CCCCn1c(C(C)NC(=O)COC)nc2ccccc21 (centres undefined),8,1,-5,-7,0.97,2,5,-4,0.99
O=C(COC(=O)c1ccccc1SCC(=O)N1CCCC1)NC1CCCCC1,5,1,-1,5,1.1,-5,-5,-7,0.99
COc1ccc2nc(SCC(=O)C(C)(C)C)[nH]c2c1,-2,-10,-3,1,1,-5,-9,5,1.1
Cc1ccccc1N(CC(=O)NC(C)(C)C)C(=O)CS(=O)CC(=O)Nc1ccc2c(c1)OCO2 (centres undefined),-8,11,2,18,0.93,7,11,1,0.89
Cc1ccc(C(=O)Nc2nc(-c3ccc([N+](=O)[O-])cc3)cs2)o1,17,-3,2,17,0.91,9,-2,6,1
Cc1occc1C(=O)NNC(=O)CN1C(=O)NC2(CCCCC2)C1=O,-1,-23,3,12,0.99,1,-2,1,1.2
Cc1ccc(C)c(N(C)S(=O)(=O)c2cccc3nsnc23)c1,32,-27,18,-39,0.96,4,-5,0,1.3
Cc1ccc(C(=O)N2CCN(CCNC(=O)C(=O)NCc3ccc(Cl)cc3)CC2)cc1,-12,-10,-9,13,0.99,1,4,-7,1.1
O=C(NC(=S)NCCC1=CCCCC1)c1cncc(Br)c1,42*,4,14,-15,0.93,7,10,27,0.96
O=C(/C=C/c1cccnc1)c1ccc([N+](=O)[O-])cc1,22,5,4,9,0.89,11,-6,7,0.95
O=C(NC(=O)c1csnn1)Nc1ccccc1Cl,-2,1,4,16,0.97,2,-4,9,0.99
O=C(COC(=O)c1ccccc1Cl)NC1CCCCCCC1,27,3,1,33,0.99,1,2,-11,0.97
CCCC(C(=O)NC(C)(C)C)N(C(=O)c1snc(C(N)=O)c1N)c1ccc2c(c1)OCCO2 (centres undefined),15,5,-2,22,0.95,5,15,14,0.95
COC(=O)c1c(NC(=O)COC(=O)Cn2cnc3ccccc32)sc(C)c1C,22,-9,11,22,1,-3,-10,-20,1.1
COC(=O)CC1C(=O)NCCN1C(=O)CSc1nc2ccccc2o1 (centres undefined),10,3,-9,-8,0.99,1,-5,-11,0.97
COCCn1c(-c2cc(OC)c(OC)c(OC)c2)nc2oc3ccccc3c(=O)c2c1=O,0,3,13,21,1,0,-3,-6,0.97
N#C/C(C(=O)Oc1ccccc1)=C1/Nc2ccccc2-c2ccccc21,16,13,-4,8,0.9,10,-2,18,0.87
Cc1cc(C(=O)N/N=C/c2c(C)n(C)c3ccccc23)n[nH]1,0,-21,-1,12,1.1,-14,-5,-14,1.2
Cc1nc(NS(=O)(=O)c2ccccc2)sc1C(C)(C)C,0,2,2,7,0.98,2,-7,7,0.98
O=C(C1COc2ccccc2O1)N1CCN(c2ccccc2O)CC1 (centres undefined),20,-1,-6,1,0.95,5,-11,9,1

# Some of the entries above in another layout:
Structure	tim10-1 inh	hIAP inh	Apaf1 inhib	NALP3 yeast inh	mIAP activ	mIAP block	ATG4B inhibitor	TIM10 inh	hIAP activ
COc1ccc(-n2c(COc3ccccc3)nnc2SCc2ccc(C#N)cc2)cc1	29	6	14	3	0.97	3	-7	32	0.94
N#CC1(Cc2ccc([N+](=O)[O-])cc2)c2ccccc2C=CN1C(=O)c1ccccc1 (centres undefined)	14	-27	7	5	0.92	8	-1	13	1.3
CN1CCN(C2CCN(c3ccc(Nc4nnc(Cl)c(Nc5ccccc5S(C)(=O)=O)n4)c(OC(CF)CF)c3)CC2)CC1	13	0	11	12	0.99	1	-4	3	1
COc1ccc(NC(=O)CNS(=O)(=O)c2cccs2)cc1	4	-5	-1	9	0.9	10	-11	7	1
Cc1nc(NC(=O)CN(C)S(=O)(=O)c2ccc(Cl)cc2)sc1C	4	2	2	20	0.97	3	-2	-4	0.98
CCCCn1c(C(C)NC(=O)COC)nc2ccccc21 (centres undefined)	8	1	-5	-7	0.97	2	5	-4	0.99
O=C(COC(=O)c1ccccc1SCC(=O)N1CCCC1)NC1CCCCC1	5	1	-1	5	1.1	-5	-5	-7	0.99
COc1ccc2nc(SCC(=O)C(C)(C)C)[nH]c2c1	-2	-10	-3	1	1	-5	-9	5	1.1
Cc1ccccc1N(CC(=O)NC(C)(C)C)C(=O)CS(=O)CC(=O)Nc1ccc2c(c1)OCO2 (centres undefined)	-8	11	2	18	0.93	7	11	1	0.89
Cc1ccc(C(=O)Nc2nc(-c3ccc([N+](=O)[O-])cc3)cs2)o1	17	-3	2	17	0.91	9	-2	6	1
Cc1occc1C(=O)NNC(=O)CN1C(=O)NC2(CCCCC2)C1=O	-1	-23	3	12	0.99	1	-2	1	1.2
Cc1ccc(C)c(N(C)S(=O)(=O)c2cccc3nsnc23)c1	32	-27	18	-39	0.96	4	-5	0	1.3
Cc1ccc(C(=O)N2CCN(CCNC(=O)C(=O)NCc3ccc(Cl)cc3)CC2)cc1	-12	-10	-9	13	0.99	1	4	-7	1.1
O=C(NC(=S)NCCC1=CCCCC1)c1cncc(Br)c1	42*	4	14	-15	0.93	7	10	27	0.96
O=C(/C=C/c1cccnc1)c1ccc([N+](=O)[O-])cc1	22	5	4	9	0.89	11	-6	7	0.95

# Carrying on.
SMILES,tim10-1 inh,hIAP inh,Apaf1 inhib,NALP3 yeast inh,mIAP activ,mIAP block,ATG4B inhibitor,TIM10 inh,hIAP activ
CC(/C=N/NC(=O)c1nn(C)c(C)c1Br)=C\c1ccccc1,5,8,12,18,1,-2,0,5,0.93
COc1ccccc1-c1ocnc1C(=O)N1CCN(S(=O)(=O)c2ccc(NC(C)=O)cc2)CC1,5,2,-19,13,0.89,11,2,12,0.98
Brc1ccccc1-c1nnc2sc(-c3ccc4c(c3)OCCO4)nn12,49*,-9,6,17,1.2,-17,-7,34,1.1
NC(=O)CC(NC(=O)c1cccc(Br)c1)c1ccc(N2CCC(N3CCCC3)CC2)c([N+](=O)[O-])c1 (centres undefined),10,17,-2,10,0.95,5,-5,8,0.83
COc1ccc(-n2cc(-c3ccc(Cl)cc3)[nH]c2=S)cc1,7,-17,-14,21,1.1,-7,1,-19,1.2
CC(C)c1nnc2c(N(C)S(=O)(=O)c3ccccc3)nc3ccccc3n12,43*,6,3,-6,0.86,14,-7,8,0.94
CCC(C)[C@H](N)c1cn([C@@H](Cc2ccc(O)cc2)C(=O)N2CCNCC2)nn1 (some centres undefined),-7,12,5,9,1.2,-17,1,-6,0.88
COc1ccc(OC)c(/C=N/N=C(\N)c2nonc2N)c1,0,13,-13,19,1,0,-1,23,0.87
CCCOP(=O)(c1ccc(N(C)C)cc1)C(O)c1ccc(Cl)cc1Cl (centres undefined),31,-2,17,-2,1.1,-6,-10,11,1
CC(C)(C)C1=C(C#N)C(c2ccc3c(c2)OCO3)C(C#N)=C(N)O1 (centres undefined),26,10,7,-3,0.98,2,-7,14,0.9
COC(=O)c1ccc(N2CCOCC2)c(NC(=O)c2ccc3c(c2)OCO3)c1,10,-10,-6,1,0.95,5,-2,17,1.1

# An unsorted share of the library; about 4.5% have a hit in one of these screens.
